# TbREL1 inh = TbREL1 RNA ligase inhibitors, primary screen, biochemical, FRET fluorescence; RNA-editing ligase 1, mitochondrial (Trypanosoma brucei brucei), P86926; AID 1117264, 2014; TbREL1 RNA ligation; inhibition, % at 9.66 µM; 89,000 compounds, 0.49% hits;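 active means inhibition above the mean inhibition across all screened compounds plus 3 SD, cut at about 11% in these data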;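 further: 0% = plate median of test wells and 100% = NSC42067 control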
# Target sequence (P86926 whole entry, looked up): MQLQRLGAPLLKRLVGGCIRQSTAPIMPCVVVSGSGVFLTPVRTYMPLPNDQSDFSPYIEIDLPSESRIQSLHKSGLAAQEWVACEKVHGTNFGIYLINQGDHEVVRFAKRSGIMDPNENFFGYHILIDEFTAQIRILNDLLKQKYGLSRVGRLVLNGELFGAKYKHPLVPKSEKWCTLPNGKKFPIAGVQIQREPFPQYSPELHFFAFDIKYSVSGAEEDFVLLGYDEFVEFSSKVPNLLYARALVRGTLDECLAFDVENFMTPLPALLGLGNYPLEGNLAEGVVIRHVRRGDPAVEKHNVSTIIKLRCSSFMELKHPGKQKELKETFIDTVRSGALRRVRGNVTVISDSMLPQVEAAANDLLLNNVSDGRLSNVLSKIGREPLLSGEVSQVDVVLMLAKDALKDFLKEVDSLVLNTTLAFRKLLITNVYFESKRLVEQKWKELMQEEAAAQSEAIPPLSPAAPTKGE
# * hit, by the source's call. Not all compounds are listed; count on the stated rates, not on these rows.
# A first look, 4 compounds:
no.	TbREL1 inh	SMILES
1	8	Cc1cccc(C(=O)N2c3ccccc3C(=O)OC2c2ccc3c(c2)OCO3)c1 (stereo not given)
2	1	O=C(CN(Cc1ccccc1Cl)C(=O)c1ccc(CN2CCOCC2)o1)NCc1ccccc1
3	0	CC(C1CC1)N(C(=O)c1ccccc1[N+](=O)[O-])c1ccccc1 (stereo not given)
4	0	CC(C)C(NC(=O)c1c(F)cccc1F)C(=O)OCN1C(=O)c2ccccc2C1=O (stereo not given)

# Results (from the top)
no.	TbREL1 inh	SMILES
1	8	Cc1cccc(C(=O)N2c3ccccc3C(=O)OC2c2ccc3c(c2)OCO3)c1 (stereo not given)
2	1	O=C(CN(Cc1ccccc1Cl)C(=O)c1ccc(CN2CCOCC2)o1)NCc1ccccc1
3	0	CC(C1CC1)N(C(=O)c1ccccc1[N+](=O)[O-])c1ccccc1 (stereo not given)
4	0	CC(C)C(NC(=O)c1c(F)cccc1F)C(=O)OCN1C(=O)c2ccccc2C1=O (stereo not given)
5	2	O=C(Nc1cccc2c1N(C(=O)c1ccco1)CCC2)c1ccco1
6	-4	COc1cc(/C=C(\C#N)c2nc3ccccc3[nH]2)cc(Br)c1OCc1ccc(F)cc1
7	0	Cc1nc(CC(=O)c2ccc(O)cc2O)cs1
8	10	CCc1ccc(C2=NN(CCC(=O)NC(C)c3ccc4c(c3)OCCO4)C(=O)CC2)cc1 (stereo not given)
9	-1	Cc1onc(-c2ccccc2)c1C(=O)OCC(=O)Nc1ccc(Cl)cc1
10	0	Cc1ccnc2nc(C(=O)OCCOc3ccccc3)nn12
11	-3	Cc1cc(C(=O)N2CCCC(N3CCN(c4cccc(Cl)c4)CC3)C2)nn1C (stereo not given)
12	0	Cn1c(=O)n(CCC(=O)O)c2ccccc21
13	0	CCN(CC)S(=O)(=O)c1cc(NC(=O)CO/N=C(\N)c2ccccc2Cl)ccc1C
14	0	CCOC(=O)[C@H]1[C@H]2COc3ccccc3[C@@H]2N2C(=O)c3cc(C)ccc3NC(=O)[C@@]12C
15	-2	O=C1NC(=O)C(CC(=O)N(Cc2ccco2)C2(C(=O)NC3CCCCC3)CCCCC2)N1 (stereo not given)
16	-1	NC(=O)CC(NC(=O)c1ccc(Br)cc1)c1ccc(NCCc2ccc(F)cc2)c([N+](=O)[O-])c1 (stereo not given)
17	0	O=C(CN(c1cccc(C(F)(F)F)c1)S(=O)(=O)c1ccc(Cl)c([N+](=O)[O-])c1)NCc1ccc(F)cc1
18	-1	COCCNC(=O)CN(C(=O)c1ccc(N2CCCC2)nc1)c1ccccc1
19	3	CC(/C=N/NC(=O)Cn1nccc1C)=C\c1ccc(C(C)C)cc1
20	3	c1ccc2c(c1)CNc1ccccc1C2

# Screen by screen, from the results shown.
# Compounds 8–15 in TbREL1 inh read 10, -1, 0, -3, 0, 0, 0, -2

# Going on with the list:
no.	TbREL1 inh	SMILES
21	0	CCOc1ccc(S(=O)(=O)NC(C)C(=O)NCc2ccc3c(c2)OCO3)cc1 (stereo not given)
22	-5	CN1CCN(C(=S)Nc2ccccc2Cl)CC1
23	4	Cc1ccc(NC(=O)Cn2c(C)csc2=O)cc1
24	0	CCOc1ccccc1N1CCN(C(=O)c2c(-c3ccccc3Cl)noc2C)CC1
25	-7	COc1ccc(-n2c(-c3ccco3)n[nH]c2=S)cc1
26	4	OCCC1CN(Cc2ccon2)CCN1Cc1ccc(F)c(F)c1 (stereo not given)
27	0	CN1C(=O)c2ccc(NC(=S)NC(=O)C(C)(C)C)cc2C1=O
28	1	Cc1ccc(CN(Cc2ccco2)S(=O)(=O)c2ccc(S(=O)(=O)NCC3CCCO3)cc2)cc1 (stereo not given)
29	-5	O=C(C1CCC(=O)N(C2CCCC2)C1)N1CCN(c2ccc(Cl)cc2)CC1 (stereo not given)
30	1	C=CCNC(=O)NC(=O)COC(=O)COc1ccc(Br)cc1F
31	-2	COC(=O)c1ccc(NC(=S)Nc2ccccn2)cc1
32	0	CCn1c(SCC(=O)N2CCCC2)nnc1-c1ccc(N)cc1
33	7	C[C@H](C(=O)N(C)c1ccccc1)[C@@H](O)c1ccc2ccccc2c1
34	-1	CCOC(=O)c1cccc(-n2cccc2/C=C2\NC(=O)N(CC(=O)O)C2=O)c1
35	1	CSCCC(NS(=O)(=O)c1ccccc1F)C(=O)NNC(=O)c1csc(N2CCOCC2)n1 (stereo not given)
36	2	CC(C)O/C(=N\S(=O)(=O)c1ccc(Cl)cc1)c1ccccc1
37	0	COc1ccc(CC(=O)Nc2nccs2)cc1S(=O)(=O)N1CCOCC1
38	-1	FC(F)(F)c1cc(CNC2CCC23CCC(c2ccccc2)CC3)ccc1Cl (stereo not given)
39	-1	COc1ccc(-c2sc3ccc(N4CCOCC4)cc3c2-c2ccc(OC)c(F)c2)cc1
40	0	Cn1ncc(Br)c1C(=O)Nc1c(F)c(F)cc(F)c1F

# An excerpt from above in order of their number in TbREL1 inh, ascending.
no.	TbREL1 inh	SMILES
34	-1	CCOC(=O)c1cccc(-n2cccc2/C=C2\NC(=O)N(CC(=O)O)C2=O)c1
12	0	Cn1c(=O)n(CCC(=O)O)c2ccccc21
35	1	CSCCC(NS(=O)(=O)c1ccccc1F)C(=O)NNC(=O)c1csc(N2CCOCC2)n1 (stereo not given)

# The list goes on.
no.	TbREL1 inh	SMILES
41	1	Clc1cc(Cl)cc(CNC2CCC23CCC(c2ccccc2)CC3)c1 (stereo not given)
42	5	CCn1c(SCc2ccccc2Cl)nnc1-c1ccccc1OC
43	3	CC(=O)Nc1ccc(OC(=O)CC2SC(=O)NC2=O)cc1 (stereo not given)
44	3	O=C(NNS(=O)(=O)c1ccc(F)cc1F)C1Cc2c(ccc3ccccc23)O1 (stereo not given)
45	0	O=C(O)c1ccccc1C(=O)Nc1nccs1
46	-1	CCOC(=O)C(CC)Sc1nnc(COc2ccc(C)cc2)n1-c1ccccc1 (stereo not given)
47	-2	Cc1cc(NC(=O)CCC(=O)N(CC2CCCO2)C(C(=O)NC2CCCC2)c2ccccc2C)no1 (stereo not given)
48	-2	NC(=O)c1nsc(C(=O)N(c2ccccc2)C(C(=O)NCC2CCCO2)c2ccc3ncccc3c2)c1N (stereo not given)
49	-1	Cc1ccsc1C(=O)N1CCN(c2ccccn2)CC1
50	2	Cc1ncc(CSc2ccc(Cl)cc2)c(CO)c1O
51	0	Nc1nc2ccc(C(=O)NCCOC(=O)C3CCCCC3)cc2s1
52	2	NCCN1CCN(S(=O)(=O)c2ccc([N+](=O)[O-])cc2)C=C1c1ccc(Cl)cc1
53	0	O=C(NC1CCCCC1)C(c1ccccc1F)N(Cc1ccco1)C(=O)Cn1nnc2ccccc21 (stereo not given)
54	1	Cc1cc(=O)oc2cc(OCC(=O)OCc3nnc(-c4ccccc4)o3)ccc12
55	-1	CN(C(=O)c1cccc(NC(=O)Cc2ccc(NC(=O)C3CCN(C(=O)C4CC4)CC3)cc2)c1)C1CCCC1
56	-2	O=C(NCC1CCCN1S(=O)(=O)c1cccs1)c1cccc([N+](=O)[O-])c1 (stereo not given)
57	4	Cn1nnc(NC(=O)c2cccc(OCc3ccccc3)c2)n1
58	-5	CCOC(=O)c1nn(-c2ccc(OCC)cc2)c(C)c1C(C)=O
59	3	Cc1cc(Cl)ccc1OCCCC(=O)NCc1ccncc1
60	-4	Cc1cc(N2C(=O)C3C4CC(c5ccccc5)C(C4)C3C2=O)no1 (stereo not given)

# As a short view, part of the list above.
no.	TbREL1 inh	SMILES
47	-2	Cc1cc(NC(=O)CCC(=O)N(CC2CCCO2)C(C(=O)NC2CCCC2)c2ccccc2C)no1 (stereo not given)
48	-2	NC(=O)c1nsc(C(=O)N(c2ccccc2)C(C(=O)NCC2CCCO2)c2ccc3ncccc3c2)c1N (stereo not given)

# (listing goes on)
no.	TbREL1 inh	SMILES
61	2	NC(=O)c1cc(NC(=O)CCNS(=O)(=O)c2cccc(C(F)(F)F)c2)cc(C(N)=O)c1
62	-1	C=CCn1c(SCC(=O)Nc2cccc(OC)c2)nnc1-c1cccnc1
63	7	Cc1cc(C)n(-c2nc(NCCN(C)C)c3c4c(sc3n2)CCCC4)n1
64	0	O=C(CN1C(=O)C(=O)N(C2CCCC2)C1=O)NCCc1ccc(Cl)cc1Cl
65	-1	CC(C)(C)C(=O)Nc1ccccc1N1CCN(C(=O)c2ccc(Cl)cc2)CC1
66	0	O=C(c1ccccn1)N1CCN(S(=O)(=O)c2cccc(Br)c2)CC1
67	0	CON=C1C=C(C)C(=O)C(C)=C1C
68	-1	COC(=O)c1cc(NC(=O)CSc2nnc(CN3CCOCC3)n2C)ccc1Cl
69	0	CC(C)Sc1nc2c(c(=O)[nH]1)C(c1cccs1)C1=C(CC(C)(C)CC1=O)N2 (stereo not given)
70	-4	Fc1ccc2nc(Nc3nc4c(s3)CCCC4)sc2c1
71	-3	COc1ccc(S(=O)(=O)NC(CC(=O)NCCc2ccc(OC)c(OC)c2)c2ccco2)cc1 (stereo not given)
72	-1	CCc1ccccc1OCCOc1ccc(C)cc1OC
73	-3	COC(=O)[C@@]12C[C@@H](CC(=O)N3CCCC3)C(=O)N(Cc3ccccc3)C1=CCC(C)(C)C2
74	1	CCCn1nnc(NC(=S)NC(=O)c2ccc(-c3ccc(Br)cc3)o2)n1
75	1	CCC(C)N1CC23C=CC(O2)C(C(=O)OC)C3C1=O (stereo not given)
76	-2	Cc1cccc(C(=O)O)c1NC(=O)Cc1cccc2ccccc12
77	-1	COc1ccc(NC(=O)CSc2nnc(COc3ccccc3)n2Cc2ccco2)cc1OC
78	0	Cc1ccc(-c2ccc(CCC(=O)O)n2-c2cccc(O)c2)cc1
79	4	CC(C)CNC1CS(=O)(=O)CC1O (stereo not given)
80	2	CN(C(=O)CN1C(=O)NC(c2ccccc2)(c2ccccc2)C1=O)C1CCS(=O)(=O)C1 (stereo not given)
81	-1	COC(C)(C)[C@]12CC(O)(C(C)C)ON1[C@H]1CCCCC1N2O (stereo not given in full)
82	2	O=C1CC(c2ccccc2)n2ncnc2N1 (stereo not given)
83	3	O=C(CN(C1CCCCC1)S(=O)(=O)c1ccc(Cl)cc1)NCCCO
84	-2	Cc1cc(N/N=C/c2ccc(F)cc2)nc(-n2nc(C)cc2C)n1
85	2	O=C(NC(Cc1ccccc1)C(=O)N1CCCCCC1)c1ccccc1 (stereo not given)
86	-1	CN(CC1CCOCC1)C(=O)CC1C(=O)NCCN1CC1CCCCC1 (stereo not given)
87	-1	O=C(CSc1nnc(-c2ccccc2)o1)N1CCCCC1
88	2	CC(=O)NCCc1nc2cc(NC(=O)c3ccccc3)ccc2n1C
89	1	O=C(NN=Cc1ccc(OC(F)F)cc1)c1ccc(NS(=O)(=O)c2cccs2)cc1
90	3	CCOC(=O)C1CCN(CC(=O)Nc2cc(C)nn2-c2nc3ccccc3s2)CC1
91	-4	CCCCCCCCN1C(=O)[C@@H](CC(=O)N2CCOCC2)C[C@@]2(C(=O)OC)C1=C[C@H](C(C)C)O[C@@H]2C1CC1
92	4	O=C(NCCNC1CCC(c2ccccc2)CC1)c1cccs1 (stereo not given)
93	2	COc1cc2nc(NC(=O)c3ccc(Cl)cc3)[nH]c(=O)c2cc1OC
94	2	CCOc1ccc(Br)cc1CSC(=N)N
95	0	CCOc1ccc(S(=O)(=O)NCc2ccccn2)c(C)c1C
96	0	O=C(N/N=C/c1cn(CCOc2ccccc2)c2ccccc12)c1ccncc1
97	-2	CCCCn1c(=O)[nH]c(=O)c2c1nc(-c1cc(Cl)c(OC)c(OC)c1)n2C
98	-1	Nc1nc(N)nc(Cc2ccccc2O)n1
99	-8	CC(C)[C@H](NC(=O)c1ccc(Cl)cc1)C(=O)OCC(=O)N1CCN(c2ccccc2)CC1
100	5	O=C(CNC(=O)c1ccccc1F)NCC(c1cccs1)N1CCOCC1 (stereo not given)
101	-2	O=C(NCCN1CCOCC1)c1cc2ccccc2[nH]1
102	1	Cc1ccc(Cl)cc1N1CCN(C(=O)CCS(=O)(=O)c2cccc3nonc23)CC1
103	1	CCOC(=O)Nc1ccc2c(COC(=O)c3ccccc3O)cc(=O)oc2c1
104	8	Fc1ccc(-c2nc3ccccn3c2NCc2ccc3c(c2)OCO3)cc1
105	2	CN(C)S(=O)(=O)c1ccc2nc(NC(=O)c3cccs3)sc2c1
106	8	CCc1ccc(OCC(=O)c2c(O)c3ccccc3oc2=O)cc1
107	-1	Cc1ccc(NC(=O)CCC(=O)c2cccs2)cc1F
108	4	O=C1CN(C(=O)COC(=O)c2c(F)cccc2Cl)c2ccccc2N1
109	5	CS(=O)(=O)c1ccccc1-c1nnc(NC(=O)c2ccco2)o1
110	1	O=C(CCC1CCCC1)NNC(=O)c1cccc(Cl)c1
111	4	Cc1ccc(COC(=O)c2cc([N+](=O)[O-])ccc2N2CCOCC2)cc1
112	1	C=C(C)C1CCC(C)=C1COC(=O)Nc1ccccc1 (stereo not given)
113	-3	C[C@H](CO)N1C[C@H](C)[C@@H](CN(C)Cc2cccc(C(=O)O)c2)OCc2cnnn2CCCC1=O
114	-1	CN(C(=O)c1ccccc1C(=O)OCC(=O)c1ccc(F)cc1)c1ccccc1
115	1	O=C(Nc1cccc(S(=O)(=O)N2CCOCC2)c1)c1c2c(nc3ccccc13)CCC2
116	5	Cc1ccn2c(=O)c(NC(=O)c3cccc4ccccc34)c(C)nc2c1
117	0	O=C(CSc1nnc(-c2cccs2)o1)c1ccc(F)cc1
118	-2	COc1ccccc1Nc1nc(-c2c(C)[nH]c3ccccc23)cs1
119	-1	COc1cc(OC)cc(-n2nnnc2SCC(=O)Nc2ccc(C(C)=O)cc2)c1
120	-3	CC(=O)NC1C(Oc2cccc(C)c2)OC2COC(c3ccco3)OC2C1O (stereo not given)
121	-1	COc1ccc(-n2c(SCC(=O)NC3CC3)nc3ccccc3c2=O)cc1OC
122	-4	CC(=O)N1CCN(C2=NC(=O)N(c3ccc(Br)cc3)C(=O)C2)CC1
123	-2	CCOC(CNC(=O)c1cccn2c(=O)c3cc(Cl)ccc3nc12)OCC
